Screens as filed in PubChem BioAssay.
S3 lipid droplet: qHTS Assay for Lipid Storage Modulators in Drosophila S3 Cells. Drosophila S3 cells, BODIPY lipid droplet fluorescence, 18-24 h; cells fed with added oleic acid. lipid storage change, negative = inhibition, % at the top dose, mostly 46.1 µM; hits show Potency in µM. AID 2685. actives 0.64% (n = 320,000); active = well fitted inhibition curve with a large enough effect in the signal ratio, with a control signal flat, not every such curve was filed as active; inconclusive = small, poorly fitted or top-dose-only effect, or effect the other way, or a change in a side signal; the % refers to the signal ratio
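Drosophila S3 cells loaded with oleic acid (400 uM, as added) and compounds at several concentrations; lipid droplets imaged by 488-nm laser-scanning cytometry, 500–530 nm intensity and object ratio to cell channel. Percent activity normalized to 20 uM Triacsin C.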
S3 lipid droplet cell count max: recorded beside S3 lipid droplet, whose call it bears; cell number change, %; measured here: cell count max response;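 cells counted by Cell Tracker Red CMTPX staining in the red channel; peak over a dose series mostly up to 46.1 µM; percent activity relative to internal control wells on each plate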
* = called active by the depositor; i = inactive; ? = inconclusive; nt = not tested or not shown; [ ] = dose if it differs, or a comment. % is scaled to controls: 0 for no effect and ±100 for the full control effect; potency is read from the fitted curve at half-maximal effect. A portion of the library (hit frequency here may not be typical).

SMILES | S3 lipid droplet | S3 lipid droplet cell count max
O=C(COc1ccc(C(=O)c2ccccc2)cc1)Nc1cccnc1 | ? | nt
CN(Cc1ccccc1F)C(=O)CCNC(=O)c1ccc(C(C)(C)C)cc1 | ? | nt
CCOC(=O)C1=NN(c2cccc(C)c2)C2(S1)SC(C(C)=O)=C(C)N2c1ccccc1 (stereo unspecified) | ? | nt
c1ccc(Cn2nnc3c(N4CCOCC4)ncnc32)cc1 | i | nt
Cn1nc(C(=O)Nc2ccc(Cl)cc2)cc1C(=O)Nc1ccc(Cl)cc1 | ? | nt
CCN(CC)CCN1C(=O)C(O)=C(C(=O)c2cccs2)C1c1ccc(C)o1 (stereo unspecified) | ? | nt
Cc1ccc(-n2ncc(C(=O)O)c2C2CCN(C(=O)OC(C)(C)C)CC2)cc1 | 1% | -24
CCC(C)NC(=O)c1nn(C)c(=O)c2ccccc12 (stereo unspecified) | ? | nt
CCN1C(=NCCCOC(C)C)N[C@@H](c2ccccc2)[C@H](C(=O)OC)[C@H]1C | 18% | 3
COc1ccccc1Oc1ccc(NC(=O)c2ccccc2C)cc1 | -7%[9.22 µM] | -14
O=c1[nH]c(Nc2ccc3c(c2)OCCO3)nnc1Cc1ccc(Cl)cc1 | ? | nt
O=C(O)CCC(=O)NNC(=O)c1ccc(-c2ccccc2)cc1 | 8% | 14
O=C(CNCc1ccccc1Cl)NCc1ccco1 | ? | nt
COc1cc(/C=C/c2nnc3c4ccccc4ncn23)cc(OC)c1OC | -28% | -18
CC(C)OC(=O)Cn1c(=O)sc2ccccc21 | i | 30
CC(=O)c1ccc(NC(=O)CCNS(=O)(=O)c2cc(Br)cnc2N)cc1 | i | 10
C=CCOc1ccccc1CNc1ccc2c(c1)OCCO2 | 3% | -5
CCCN1C(=O)COc2ccc(C(=O)c3ccccc3C(=O)O)cc21 | 15% | 2
Cc1nn(C(=O)CN2C(=O)c3ccccc3C2=O)c(C)c1Br | ? | nt
COc1ccc(/C=C\c2onc(C)c2S(=O)(=O)N2CCC(C(=O)NCCC(C)C)CC2)cc1 | ? | nt
FC(F)(F)c1cc(-c2ccccc2)nc(NCc2cccs2)n1 | ? | nt
COc1ccc2[nH]c3c(c2c1)CCN1C(=O)N([C@@H](C)C(=O)NCCc2ccc(F)cc2)C(=O)[C@]31C | ? | nt
Cc1ccc(C(=O)NNC(=O)Cc2ccccc2)cc1 | ? | nt
COc1cc(Cl)c(C)cc1NC(=O)CCNC(=O)c1ccco1 | ? | nt
Cc1c(C#N)c(O)[nH]c(=O)c1N=Nc1ccc(Cl)c(C(=O)O)c1 | -14% | -5
Additional compounds follow:
SMILES | S3 lipid droplet | S3 lipid droplet cell count max
CCOC(=O)c1cnc(SCC(=O)N2CCN(c3ccccc3)CC2)nc1N | ? | nt
CC(=O)C1=C(C)NC(SCC(=O)c2ccc(Cl)cc2)=C(C#N)C1c1ccco1 (stereo unspecified) | ? | nt
COc1cccc(OC)c1C(=O)NC(=S)Nc1ccc2oc(=O)ccc2c1 | ? | nt
Cc1ccc(S(=O)(=O)/C(C#N)=C/c2c(N3CCOCC3)nc3ccccn3c2=O)cc1 | ? | nt
O=C1CN(C(=O)CSc2nc(-c3ccccc3)cs2)c2ccccc2N1 | ? | nt
CC1CCCC(NC(=O)COC(=O)COc2ccc(Cl)cc2)C1C (stereo unspecified) | ? | nt
COc1cccc(Nc2nc(N)nc(-c3oc4ccccc4c3C)n2)c1 | 3% | 2
Cc1[nH]c2ccccc2c1N=Nc1ccccc1F | -44% | -58
CCc1nnc(NS(=O)(=O)c2ccc(NC(=O)COc3ccc4ccccc4c3)cc2)s1 | -6% | 8
Cc1ccc(S(=O)(=O)NNC(=O)c2cccs2)c(C)c1 | ? | nt
Cc1sc2ncn(-c3ccccc3)c(=O)c2c1C | 14% | -2
CC(=O)Nc1ccc(C(=O)NNC(=O)C2CC2)cc1 | 12% | -13
CCNC(=S)N1N=C2c3ccccc3CCC2C1c1ccc(F)cc1 (stereo unspecified) | 6% | -3
CC(OC(=O)c1cc(Cl)ccc1[N+](=O)[O-])C(=O)NC(C)c1ccc(F)cc1 (stereo unspecified) | 8% | -2
COC(=O)C1=C(C)NC2=C(C(=O)C(C(=O)OC)C(c3ccc(OC)cc3)C2)C1c1ccccn1 (stereo unspecified) | 138% | -2
Cc1ccc(NC(=O)c2snc3c(=O)[nH]cnc23)cc1C | 0% | 3
Cn1c(CSCc2ccccc2Cl)nnc1SCC(=O)Nc1nccs1 | ? | nt
CC(Oc1cc2oc(=O)c3c(c2cc1Cl)CCC3)C(=O)NCCN1CCOCC1 (stereo unspecified) | -12% | 9
Cc1ccc(Cl)cc1NS(=O)(=O)c1c(C)[nH]c(=O)[nH]c1=O | ? | nt
Cc1ccc(CNC(=O)c2ccc(N(C)C)cc2)cc1 | 5% | -4
COc1ccc(Oc2coc3cc(OCC(=O)N4CCCCC4)ccc3c2=O)cc1 | ? | nt
CC(c1nc2ccccc2c(=O)[nH]1)N1CCN(C)CC1 (stereo unspecified) | -12% | -8
O=C(N/N=C\c1cn[nH]c1-c1ccccc1)c1cccs1 | ? | nt
N#Cc1ccc(COC(=O)Cn2nnc(-c3ccccc3)n2)cc1 | 11% | 1
Cc1ccc(S(=O)(=O)NCCn2nc(C)nc2C)cc1 | ? | nt
Further structures.
SMILES | S3 lipid droplet | S3 lipid droplet cell count max
COC(=O)c1cccc(NC(=O)/C=C/c2ccc([N+](=O)[O-])cc2)c1 | ? | nt
COc1ccccc1OCC(O)Cn1c(=N)n(CCN2CCCCC2)c2ccccc21 (stereo unspecified) | ? | nt
CC(C)Cc1nnc(NC(=O)CCC(=O)Nc2ccc(F)cc2)s1 | 2% | 9
COc1ccc(-c2noc(CN(C)S(=O)(=O)c3ccc(C)cc3)n2)cc1 | ? | nt
COc1ccc(Cl)cc1C(=O)n1nc(C)cc1C | ? | nt
CC(C)NC(=O)[C@@H]1CSC2c3ccccc3C(=O)N21 (stereo partly specified) | i | nt
O=S(=O)(NC(=NC1CCCCC1)c1ccccc1F)c1ccccc1 | ? | nt
O=C(CS(=O)(=O)c1ccccc1)NCc1ccc(Cl)cc1 | -5% | 6
COc1ccc(-n2ncc(C(=O)N3CCN(c4ccc(F)cc4)CC3)c2C)cc1 | ? | nt
COCCNC(=O)c1ccccc1NC(=O)Cc1ccccc1 | ? | nt
C[C@@H](C(=O)N1CCN(C(=O)OC(C)(C)C)CC1)n1cc(CCC(=O)O)nn1 | 2% | -12
CCN1/C(=C/C(C)=O)Sc2ccc(OC)cc21 | ? | nt
CC(Nc1c([N+](=O)[O-])c(=O)oc2ccccc12)c1ccccc1 (stereo unspecified) | ? | nt
CC(C)(O)C#Cc1ccc(C(=O)N2CCC(CCC(=O)NC3CC3)CC2)cc1 | ? | nt
COc1ccc(S(=O)(=O)N(C)CC(=O)N2CCCC2)cc1 | -3% | -7
CN1CCN(c2nnc(-c3ccccc3)c(-c3ccccc3)n2)CC1 | 2% | 0
CN=c1scc(-c2c[nH]c3ccccc23)n1C | -12% | 2
CCc1noc(C)c1C(=O)Nc1nc(-c2cc(OC)ccc2OC)cs1 | ? | nt
O=C(CSc1n[nH]c(-c2ccncc2)n1)NCCc1ccccc1 | ? | nt
CS(=O)(=O)N1CCC(C(=O)NCc2ccc(F)cc2)CC1 | -1% | 13
O=c1c(-c2c(O)cc(O)c3c(=O)cc(-c4ccc(O)cc4)oc23)c(-c2ccc(O)cc2)oc2cc(O)cc(O)c12 | -15% | 17
C=CCNC(=O)c1ccccc1Cl | ? | nt
C=CCNC(=O)CSc1nnc(-c2ccncc2)n1CCc1ccccc1 | -1% | 9
COc1cccc2cc(C(N)=O)/c(=N\NC(=O)c3ccccc3)oc12 | i | nt
COc1ccc(C(CNC(=O)c2ccc(NS(=O)(=O)c3ccccc3)cc2)N2CCOCC2)cc1 (stereo unspecified) | ? | nt

Some of these compounds in order of molecular weight, ascending:
SMILES | S3 lipid droplet | S3 lipid droplet cell count max
C=CCNC(=O)c1ccccc1Cl | ? | nt
CCN1/C(=C/C(C)=O)Sc2ccc(OC)cc21 | ? | nt
COc1ccc(Cl)cc1C(=O)n1nc(C)cc1C | ? | nt
CC(C)NC(=O)[C@@H]1CSC2c3ccccc3C(=O)N21 (stereo partly specified) | i | nt
CC(Nc1c([N+](=O)[O-])c(=O)oc2ccccc12)c1ccccc1 (stereo unspecified) | ? | nt
COCCNC(=O)c1ccccc1NC(=O)Cc1ccccc1 | ? | nt
COC(=O)c1cccc(NC(=O)/C=C/c2ccc([N+](=O)[O-])cc2)c1 | ? | nt
CC(C)Cc1nnc(NC(=O)CCC(=O)Nc2ccc(F)cc2)s1 | 2% | 9
CCc1noc(C)c1C(=O)Nc1nc(-c2cc(OC)ccc2OC)cs1 | ? | nt
C=CCNC(=O)CSc1nnc(-c2ccncc2)n1CCc1ccccc1 | -1% | 9
C[C@@H](C(=O)N1CCN(C(=O)OC(C)(C)C)CC1)n1cc(CCC(=O)O)nn1 | 2% | -12
CC(C)(O)C#Cc1ccc(C(=O)N2CCC(CCC(=O)NC3CC3)CC2)cc1 | ? | nt
COc1ccc(C(CNC(=O)c2ccc(NS(=O)(=O)c3ccccc3)cc2)N2CCOCC2)cc1 (stereo unspecified) | ? | nt
O=c1c(-c2c(O)cc(O)c3c(=O)cc(-c4ccc(O)cc4)oc23)c(-c2ccc(O)cc2)oc2cc(O)cc(O)c12 | -15% | 17

Next compounds
SMILES | S3 lipid droplet | S3 lipid droplet cell count max
CCOC(=O)N1CCN(C(=O)CCS(=O)(=O)c2ccc3c(c2)CC(C)N3C(=O)CC)CC1 (stereo unspecified) | ? | nt
Cc1nc(-c2ccc(F)cc2)c(CC(=O)N(C)CC(=O)Nc2ccc(Br)cc2C)s1 | ? | nt
COc1ccc(OC)c(S(=O)(=O)N2CCC(C(=O)NC3CCCCCC3)CC2)c1 | ? | nt
CC(C)(C)c1cc2cccnc2n1Cc1cccc(F)c1 | ? | nt
CC(C)C(=O)NCCc1nc2ccccc2n1C | 6% | -4
Cc1onc(-c2ccccc2Cl)c1C(=O)N(C)CC(=O)Nc1ccc(F)c(F)c1F | ? | nt
Cc1ccc(-c2nc(C)sc2CC(=O)OCC(=O)Nc2cccc([N+](=O)[O-])c2)cc1 | 14% | 1
Cc1c(C(=O)NCCSCc2c(F)cccc2Cl)cnn1-c1ccc(F)cc1 | 5% | -9
CCc1cc(CNC(=O)C2CCC(=O)N(Cc3cccc(F)c3)C2)on1 (stereo unspecified) | -13% | 7
COc1ccccc1CNC(=O)c1csc(Cc2ccc(Cl)cc2)n1 | -7% | 9
CC1(C)C(N(O)C(=O)Nc2ccc(Cl)cc2)N(c2ccc(Cl)cc2)C(=O)N1CC(=O)NN (stereo unspecified) | ? | nt
Cc1ccc(C)c(S(=O)(=O)N2CCN(Cc3cc4c(cc3O)OCO4)CC2)c1 | ? | nt
COc1ccc(C(=O)N2c3cc4c(cc3C(C)=CC2(C)C)OCO4)cc1 | ? | nt
COc1cc(OC)cc(C(=O)NC2CC(C)(C)NC(C)(C)C2)c1 | ? | nt
COc1ccc(OC)c(NC(=O)c2ccccc2N(Cc2ccccc2)S(C)(=O)=O)c1 | -10% | -20
NS(=O)(=O)c1ccc(NC(=O)C2(c3ccccc3)CCCC2)cc1 | ? | nt
COc1ccccc1C(=O)NCCC(=O)NCC(c1ccccc1OC)N1CCCC1 (stereo unspecified) | ? | nt
CCCCc1nc(C(N)=O)c2[nH]c(=O)n(-c3ccc(OCC)cc3)c2n1 | i | nt
C#CCOCCOCCOCCNc1nc(N2CCN(C(=O)CCCCCCCCCCNC(=O)[C@@H](CCSC)n3cc(CCO)nn3)CC2)nc(N2CCN(C(=O)CCCCCCCCCCNC(=O)[C@H](CCCN=C(N)N)n3cc(C[C@@H](C)CC)nn3)CC2)n1 | ? | nt
CC(C)OC(=O)c1cc2c(ccn2C)n1CC(=O)N1CCC(Cc2ccccc2)CC1 | -15% | -6
Cc1csc(NC(=O)CNC(=O)OCc2ccccc2)n1 | 26% | 24
O=C(COc1ncnc2sccc12)Nc1ccc2c(c1)OCCO2 | ? | nt
S=C1N(c2ccccc2)C(c2ccccc2)N2CCCN12 (stereo unspecified) | i | 20
COc1cccc(OC)c1C(=O)Nc1cccc(-n2cnnn2)c1 | ? | nt
Cc1ccc(S(=O)(=O)N(C)CC(=O)O/N=C(\N)c2cccc(Br)c2)cc1 | i | 19
The results go on:
SMILES | S3 lipid droplet | S3 lipid droplet cell count max
CC(C)C(NC(=O)c1ccccc1F)C(=O)NCc1ccccc1 (stereo unspecified) | ? | nt
CCCCNc1cc(=O)n(C)c(=O)n1C | 23% | 11
Cc1cc(-c2ccccc2)[nH]c(=O)c1S(=O)(=O)c1ccc(Cl)cc1 | ? | nt
CC1CCCCN1S(=O)(=O)c1ccc(C(=O)Nc2nnc(C3=COCCO3)o2)cc1 (stereo unspecified) | ? | nt
Cc1ccc(C(=O)c2ccc(N3CCOCC3)c(F)c2)cc1 | -5% | -6
CCCCC(CC)C(=O)Nc1ccccc1C#N (stereo unspecified) | ? | nt
Cc1ccc(CSc2nnc(CNc3ccc(F)cc3)o2)cc1 | -4% | -10
COc1ccc(OC)c(NC(=O)Nc2ccc(Cl)cc2)c1 | ? | nt
Cc1ccccc1NC(=O)c1cc(S(=O)(=O)N2CCOCC2)cs1 | ? | nt
Cc1cc(/C=N/NC(=O)c2ccc(CN3CCOCC3)cc2)c(C)n1-c1ccccc1 | ? | nt
COc1ccc(C(=O)Nc2ccccc2[N+](=O)[O-])cc1S(=O)(=O)N1CCOCC1 | ? | nt
O=C(Nc1cccc(C(F)(F)F)c1)C1CCCN(c2ncccn2)C1 (stereo unspecified) | ? | nt
CC(C)(C)n1ncc2c(=O)n(CC(=O)Nc3ccc4c(c3)OCCO4)cnc21 | ? | nt
